Assay outcomes from PubChem BioAssay.
UTI89 phage lysis – protection from phage-mediated lysis, alamar blue read-out – E. coli UTI89, K1F phage, bacterial capsule biogenesis inhibitors (AID 488966). E. coli UTI89 K1F phage lysis, alamar blue, 2 h; higher % means a stronger effect. 340,000 tested, 0.02% active. one-dose inhibition, % at 100 µM; IC50 in µM for titrated hits;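 active means phage lysis inhibition, versus mean bacterial control, above a set limit; inconclusive means no clear call, values can overlap the other calls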;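 further: capsule biogenesis inhibitors block K1F phage lysis so surviving cells raise fluorescence; higher fluorescence means more inhibition of phage lysis; actives were called in the ten point dose series up to 300 µM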
NTR1 agonist – agonists of NTR1, primary screen, imaging, U2OS cells, beta-arrestin-GFP, high content (AID 493036) | NTR1-U2OS beta-arrestin-GFP spot imaging, agonist mode | activation, % at 20 µM | 330,000 tested, 0.17% active;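 active means activation at or above 40% of the spot to cytoplasm intensity ratio, with at least 20 cells analyzed; inconclusive means wells under 20 cells, flagged as cytotoxic or low count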;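 further: 0% = DMSO without peptide and 100% = 100 nM NTR1 peptide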
Target sequence (P30989 whole entry, looked up): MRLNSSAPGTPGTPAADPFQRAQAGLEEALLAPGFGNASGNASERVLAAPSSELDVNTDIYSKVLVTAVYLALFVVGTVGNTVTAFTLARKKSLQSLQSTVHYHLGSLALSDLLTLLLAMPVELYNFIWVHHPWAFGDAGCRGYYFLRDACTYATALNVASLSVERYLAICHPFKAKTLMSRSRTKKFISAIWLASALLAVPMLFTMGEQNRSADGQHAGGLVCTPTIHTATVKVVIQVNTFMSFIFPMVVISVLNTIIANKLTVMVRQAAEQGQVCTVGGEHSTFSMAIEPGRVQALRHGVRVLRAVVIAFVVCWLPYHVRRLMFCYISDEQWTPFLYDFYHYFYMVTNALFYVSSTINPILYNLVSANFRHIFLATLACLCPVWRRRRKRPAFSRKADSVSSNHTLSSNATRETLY
T cell HTS – modulates CD8 T cell binding to vesicles | 330,000 tested, 0.068% active | AID 2052 | calls only at 7 µM | 2C CD8+ T cell-vesicle binding, flow cytometry; stronger effect = lower value;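 active means response, share of CD8 T cells binding vesicles, and their 90th percentile fluorescence all below set limits, cut at about 80% in these data, passing the limit was not always enough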
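material = purified 2C TCR transgenic mouse naive CD8+ T cells | controls = Unloaded micro-vesicles (low), QL9 vesicles with 0.7% DMSO (high) | detection = cytometric PE anti-B7-1 and Alexa647 anti-CD8 signals after 1% paraformaldehyde fixation | incubation = binding step 1.5 h, 37 °C, antibody labelling 20 min, ice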
RSV CPE inhibition – inhibition of RSV-induced cytopathic effect – HEp-2 cells, primary 10 µM value included (AID 2391). HEp-2 cells, RSV-induced CPE inhibition; higher % means a stronger effect. one-dose CPE inhibition, % at 10 µM; IC50 in µM for titrated hits. 310,000 tested, 0.13% active; in the data active means a potency from the dose series; inconclusive means CPE inhibition mostly from about 23% at the one dose, without a potency; inactive means the rest, 99 in 100 with CPE inhibition below about 21%; further: strong numbers were not always called active
Salmonella PhoP GFP – PhoP-dependent GFP reporter repression – Salmonella Typhimurium, primary screen (AID 1863). S. Typhimurium PhoP-regulated promoter GFP reporter, 4 h; higher % means a stronger effect. 300,000 tested, 0.16% active. inhibition, % at 50 µM; hits with a dose series show IC50 in µM;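 active means inhibition over 29.93%, a cutoff 3 SD above the screen mean, later confirmed by dose response; inconclusive means inhibition over 29.93% but no dose response follow-up; inactive means inhibition at most 29.93% or unconfirmed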;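 further: 0% = low Mg2+ inducing control and 100% = high Mg2+ repressing control; strong numbers were not always called active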
NS5 inhibitors – Dengue-2 NS5 methyltransferase inhibitors, primary screen, biochemical, confirmation dose response (AID 588689); Dengue-2 NS5 methyltransferase capping enzyme assay, biochemical; higher % means a stronger effect; inhibition, % at 25 µM; hits with a dose series show IC50 in µM; 340,000 tested, 0.3% active; in the data active means a potency from the dose series; inconclusive means inhibition above about 29% without an active follow-up result
Large T inhibition – TAg ATPase/helicase activity blockers – biochemical (AID 1903); SV40 large T antigen ATPase/helicase inhibition assay; higher % means a stronger effect; inhibition, % at 20 µM; hits with a dose series show IC50 in µM; 310,000 tested, 0.39% active; in the data active means a potency from the dose series; inconclusive means inhibition mostly from about 32% at the one dose, without a potency; inactive means the rest, 99 in 100 with inhibition below about 32%; further: strong numbers were not always called active
West Nile virus CPE – inhibition of WNV-induced cytopathic effect – cell-based, CPE readout (AID 1621); West Nile virus-infected cells, CPE inhibition; higher % means a stronger effect; one-dose CPE inhibition, % at 10 µM; IC50 in µM for titrated hits; 290,000 tested, 0.02% active; in the data active means a potency from the dose series; inconclusive means CPE inhibition mostly from about 3.7% at the one dose, without a potency; inactive means the rest, 99 in 100 with CPE inhibition below about 2.2%; further: strong numbers were not always called active
MgcRacGAP inhibition – MgcRacGAP GTPase-activating activity inhibitors, confirmation, biochemical, ADP Hunter fluorescence. AID 624330. MgcRacGAP-stimulated Rac1 GTP hydrolysis, ADP Hunter fluorescence; higher % means a stronger effect; GST-tagged Rac1 F28L mutant substrate. one-dose inhibition, % at 30 µM; IC50 in µM for titrated hits. 340,000 tested, 0.6% active;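 active means first-screen hits whose inhibition reached a set limit at any dose in the follow-up dose series; inconclusive means inhibition above the set first-screen limit but never retested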;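 further: fluorescence reports GDP produced by GAP-driven GTP hydrolysis; strong numbers were not always called active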
T cell HTS vesicle-bound % – further read-out of T cell HTS, marked with its call; double positive events, %; measured here: CD8+ vesicle-bound cell fraction;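 binding gate set so that unloaded-vesicle control wells show 10% double positive cells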
NTR1 agonist cell count 20 µM – second read-out of NTR1 agonist, no call of its own (marks repeat the call); cell count; measured here: cell count, cytotoxicity flag
* = called active by the depositor; i = inactive; ? = inconclusive; · = not tested or not shown; & = joins results of further samples; [ ] = remark or other dose.

SMILES | UTI89 phage lysis | NTR1 agonist | NTR1 agonist cell count 20 µM | T cell HTS | T cell HTS vesicle-bound % | RSV CPE inhibition | Salmonella PhoP GFP | NS5 inhibitors | Large T inhibition | West Nile virus CPE | MgcRacGAP inhibition
COc1ccnc2c1c(=O)n(Cc1c(F)cccc1Cl)c(=O)n2C | 0.2% | -0.4 | 61 | i | 12 | 0.7% | 12% | -4% | 6% | -0.3% | 9%
CON/C=C(\C=Nc1ccc(F)cc1)c1ncc(C(F)(F)F)cc1Cl | -0.1% | 3.9 | 62 | i | 27 | -0.1% | -2% | -6% | 2% | -0.1% | 6%
Cc1ccc(C(=O)Nc2ncc3c(Cl)cccc3n2)cc1 | 0.1% | 1.1 | 60 | i | 29 | 1.7% | 5% | · | 5% | -0.2% | 4%
COc1ccc(OC)c(NC(=O)CN2C(=O)C(C)N(c3ccc(C)cc3)C2=O)c1 (centres undefined) | -0.7% | -0.3 | 57 | i | 39 | 1.7% | · | -9% | · | · | 3%
CC(NC(=O)c1ccc(NS(C)(=O)=O)cc1)c1ccccc1 (centres undefined) | 0.4% | -0.7 | 53 | i | 21 | 0.2% | -2% | -2% | 3% | 0.3% | 5%
O=C(CSc1nnc(NC(=O)C2CCC2)s1)Nc1ccc(N2CCOCC2)cc1 | -0.1% | 4.6 | 76 | i | 26 | 2.8% | 2% | 6% | 16% | 0.0% | 4%
Nc1nnc(SCc2cc3c(cc2Cl)OCO3)s1 | 0.2% | -0.1 | 77 | i | 27 | 1.3% | 0% | -12% | -1% | 0.2% | 9%
CCC(C)(C)C1CCc2c(sc(NC(=O)c3ccccc3C(=O)O)c2C#N)C1 (centres undefined) | -0.5% | 3.6 | 38 | i | 37 | ? | 3% | 43µM* | 18% | 1.1% | 10%
O=C(NCc1ccccc1)c1ccc(-c2ccccc2C(F)(F)F)o1 | 0.9% | 1.7 | 91 | · | · | -0.2% | 3% | 1% | 19% | -0.5% | 11%
O=C(NCCCN1CCCC1=O)c1ccc2c(c1)ncn2C1CCCCC1 | 3.6% | 10 | 24 | i | 31 | 3.7% | 5% | -1% | -5% | · | -8%
O=C(NNS(=O)(=O)c1ccc(F)c(Cl)c1)c1cccc(S(=O)(=O)N2CCOCC2)c1 | 3.4% | 2.1 | 31 | i | 26 | 0.5% | -9% | -5% | 15% | -0.4% | 9%
CS(=O)(=O)N1CCn2c1nc1ccccc12 | -0.5% | -0.5 | 34 | i | 4 | 3.3% | -6% | -4% | 1% | 0.4% | -4%
CCC1Oc2ccccc2N(CC(=O)NCCCN2CCCC2)C1=O (centres undefined) | 0.3% | -0.3 | 66 | i | 25 | 1.3% | -7% | -8% | 10% | 0.0% | 7%
CCN(CC)c1ccc(/C=N/OC(C)C(=O)Nc2ccc(C)cc2)cc1 (centres undefined) | 1.8% | -0.6 | 63 | i | 44 | 5.1% | -1% | -7% | 10% | -0.8% | 3%
CCOc1ccc(NC(=O)CSc2nnc(NC(=O)C3CC3)s2)cc1 | 0.7% | -0.7 | 51 | i | 48 | 1.9% | 5% | 4% | 0% | 0.2% | 5%
CN1CCN(NC(=O)c2cccc(S(=O)(=O)N3CCCCCC3)c2)CC1 | 0.3% | 1.4 | 69 | i | 43 | -0.9% | -13% | -7% | 9% | -0.3% | 4%
CSc1ccccc1OCc1cc(C(=O)NCCC2=CCCCC2)no1 | -0.2% | 3.5 | 59 | i | 63 | 1.8% | 4% | -6% | 19% | -0.4% | 8%
Cc1cccc(N2C(=O)c3cccc4cccc(c34)C2=O)c1 | 0.0% | -0.9 | 49 | i | 35 | 5.9% | 3% | -9% | 21% | -0.6% | 8%
Cc1ncc([N+](=O)[O-])n1CCOC(=O)Nc1ccc([N+](=O)[O-])cc1 | 0.4% | -0.4 | 94 | i | 56 | 2.6% | -6% | -11% | -2% | 0.0% | 12%
C=C(C)C1CC=C(C)/C(=N/NC(=O)c2cccc([N+](=O)[O-])c2)C1 (centres undefined) | 3.7% | 4.1 | 41 | i | 50 | 5.3% | 2% | -2% | 14% | -0.9% | 3%
Cc1ccc(C(C)(C)C)cc1S(=O)(=O)Nc1ncnc2sccc12 | 0.3%[50 µM] | -0.6 | 55 | i | 36 | 0.0% | · | 2% | · | · | 3%
CCCc1ccc(OCC(=O)Nc2cc(S(=O)(=O)CC)ccc2O)cc1 | -0.1% | 2.5 | 44 | i | 16 | 7.0% | · | -4% | · | -0.1% | 6%
N#C/C(=C(/O)COC(=O)CCCNC(=O)c1ccc(Cl)cc1)c1nc2ccccc2[nH]1 | 1.5% | 0.7 | 76 | i | 30 | 2.1% | -6% | 4% | 19% | -0.8% | 3%
CCc1nnc(N/N=C/c2c(C)[nH]c3ccccc23)n1N | -1.0% | 0.2 | 39 | i | 11 | 6.9% | -15% | -4% | ? | 0.1% | 52µM*
Cc1ccc(-n2c(C)cc(C(=O)COC(=O)C3=NNC(=O)CC3)c2C)cc1 | 11% | 0.0 | 41 | i | 61 | 3.0% | 14% | -3% | 3% | -0.3% | 5%
N/C(=N\OC(=O)c1ccc(Br)o1)c1ccccn1 | -0.1% | 0.2 | 71 | i | 32 | 1.1% | -1% | 5% | 4% | 0.6% | 3%
Cc1ncc(CO)c2cc(C(N)=O)c(=Nc3ccccc3)oc12 | 0.1% | 2.1 | 78 | i | 22 | 6.6% | -7% | -5% | 18% | 0.4% | 3%
COCC1CCCCN1C(=O)c1ccc(OC2CCN(Cc3ccccn3)CC2)cc1 (centres undefined) | -0.4%[50 µM] | 1.2 | 59 | i | 28 | -0.4% | 8% | -3% | 14% | -0.4% | 6%
Cc1cc(C)cc(N2CC(C(=O)O)CC2=O)c1 (centres undefined) | -0.2% | -1.4 | 55 | i | 45 | 1.6% | 1% | 7% | 4% | 0.4% | 3%
CC(=O)Oc1ccc(C(=O)Nc2cc(NC(=O)c3ccc(OC(C)=O)cc3)cc(C(=O)NC(C)(C)C)c2)cc1 | 0.4% | 21 | 37 | i | 34 | 0.3% | -12% | -9% | -4% | 0.1% | 6%
O=C1CCCC(=O)N1c1ccc(O)cc1 | 0.0% | -2.0 | 71 | i | 43 | 0.7% | 3% | 2% | 12% | -0.6% | -1%
O=C(COc1ccccc1Cl)N(Cc1ccco1)C1CCS(=O)(=O)C1 (centres undefined) | 0.3% | 1.9 | 44 | i | 40 | 1.5% | 1% | -5% | 3% | -0.7% | -4%
Cc1ccc(NC(=O)CSc2nnc(NC(=O)C(C)C)s2)c(C)c1 | 0.2% | -0.2 | 65 | i | 70 | 2.3% | 1% | 3% | 23% | -0.6% | 3%
Cc1ccc(S(=O)(=O)N2CCN(C(=O)N(C)C)CC2)cc1C | 0.1% | 0.4 | 53 | i | 3 | -1.1% | -2% | 3% | 4% | -0.2% | 10%
O=C(NNC(=O)c1ccccc1F)c1ccc2[nH]c(=O)c(=O)[nH]c2c1 | -0.1% | -0.8 | 61 | i | 9 | 1.1% | -2% | -5% | 8% | 0.1% | 5%
C[C@]12C=CC(=O)C=C1CC[C@H]1[C@@H]3C[C@@H](O)[C@](O)(C(=O)CO)[C@@]3(C)C[C@H](O)[C@@]12F | 1.1% | 1.5 | 64 | i | 34 | -3.0% | -2%&5% | 8% | 9%&6% | 0.7% | 1%
Cc1oc2c(CN3CCCCC3)c(O)ccc2c(=O)c1-c1ccc(Cl)cc1 | 0.0% | -0.6 | 83 | i | 62 | -0.1% | -8% | -4% | 14% | -0.6% | 11%
CN(c1ncnc(N)c1[N+](=O)[O-])C1CCCCC1 | 0.6% | 2.0 | 42 | i | 25 | 15% | -7% | -2% | 17% | 2.7% | 7%
CSc1ncccc1C(=O)OCC(=O)NC(C)(C)C | 0.3% | -1.3 | 30 | i | 19 | 2.5% | -8% | -12% | 6% | -0.2% | 2%
CCOC(=O)c1cc(-c2ccc(OC(F)F)cc2)nc2c1c(=O)[nH]c(=O)n2C | 0.1% | 2.1 | 66 | i | 50 | 5.1% | -12% | -3% | -3% | 0.2% | 5%
Cc1ccc2c(COC(=O)c3ccccc3Cl)cc(=O)oc2c1 | -0.1% | -0.8 | 50 | i | 22 | 4.2% | 0% | 4% | 12% | -0.7% | -2%
COc1ccc(OC)c(N/C=C2/CCCCC2=O)c1 | 2.7% | -0.9 | 60 | i | 18 | 1.4% | 10% | 1% | 8% | -0.2% | 11%
Cc1nnc(SCCn2c(N(C)Cc3ccccc3)nc3c2c(=O)n(C)c(=O)n3C)s1 | -0.3% | -0.4 | 75 | i | 33 | 0.3% | · | 0% | · | -0.1% | 3%
Cc1ccc(C(=O)Nc2ccncc2)cc1[N+](=O)[O-] | 0.2% | -0.2 | 53 | i | 12 | 22% | -4% | 2% | 13% | -1.4% | 10%
CCCN(CC(=O)Nc1ccccc1C)C(=O)C1CCN(C(=O)Nc2ccccc2)CC1 | 0.0%[50 µM] | 2.4 | 53 | i | 14 | -0.7% | -1% | -2% | 2% | · | 6%
O=C(Nc1cccc(NC(=O)c2ccc(Cl)cc2)n1)c1ccc(Cl)cc1 | 0.2% | 0.4 | 50 | i | 67 | 0.7% | 0% | -3% | 3% | -0.3% | 2%
CCOc1ccccc1NC(=O)CCN(c1ccc(C)cc1)S(=O)(=O)c1ccccc1 | 0.7%[50 µM] | 6.6 | 68 | i | 3 | 5.9% | 19% | -4% | -20% | -2.1% | 9%
CCCCc1nc2cc(C(=O)N(C)C(C)c3ccccn3)ccc2o1 (centres undefined) | 0.3% | 1.0 | 71 | · | · | · | · | -10% | · | -0.7% | 4%
COc1ccc(C2CC(O)(c3ccccc3)Oc3cc(OC)ccc32)cc1 (centres undefined) | 0.2% | 3.5 | 90 | · | · | -2.2% | -3% | 4% | 9% | 0.4% | 8%
